# FLuc counter = qHTS profiling assay for firefly luciferase inhibitor/activator using purifed enzyme and Km concentrations of substrates (counterscreen for miR-21 project) | 360,000 compounds, 6.9% hits | Potency, µM (series often up to 57.5 µM), without a hit: at the top dose activity change, negative = inhibition, most hits filed as inhibitors | Luciferin 4-monooxygenase (Photinus pyralis), P08659 | purified FLuc, Km substrates, luminescence inhibition | AID 588342, 2011;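 note: potency is the fitted concentration of half-maximal effect; plate controls were vehicle for no effect and reference inhibitor for full effect; nearly all actives have a fitted effect of over 55% in size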
# Target sequence (P08659 whole entry, looked up): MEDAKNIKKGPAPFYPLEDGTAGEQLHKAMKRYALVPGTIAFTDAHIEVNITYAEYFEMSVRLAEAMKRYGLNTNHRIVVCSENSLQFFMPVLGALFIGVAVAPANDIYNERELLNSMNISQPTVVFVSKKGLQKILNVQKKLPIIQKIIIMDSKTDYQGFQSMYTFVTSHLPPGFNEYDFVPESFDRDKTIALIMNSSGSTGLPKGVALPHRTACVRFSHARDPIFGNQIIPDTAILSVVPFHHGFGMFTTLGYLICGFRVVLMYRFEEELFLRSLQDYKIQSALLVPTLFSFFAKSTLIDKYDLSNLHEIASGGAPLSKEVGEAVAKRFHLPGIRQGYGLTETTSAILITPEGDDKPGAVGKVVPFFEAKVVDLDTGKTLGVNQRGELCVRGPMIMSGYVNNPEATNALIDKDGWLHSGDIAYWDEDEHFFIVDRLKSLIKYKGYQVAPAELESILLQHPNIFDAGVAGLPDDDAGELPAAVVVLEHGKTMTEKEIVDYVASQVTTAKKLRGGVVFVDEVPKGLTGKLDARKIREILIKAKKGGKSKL
#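 Purified P. pyralis luciferase (10nM final) with 10uM D-luciferin and 10uM ATP (Km levels) in 50mM Tris acetate pH 7.5, 10mM Mg acetate, 0.01% Tween-20, 0.05% BSA; qHTS 6-point titration, ~60 µM downward; luminescence read.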
# TRPV1 agonist = HTS Assay for Compounds that Act as Agonists of the Vanilloid Receptor 1. TRPV1-expressing cells, Fluo-8 calcium influx, agonist mode. 320,000 compounds, 0.19% hits. activation, % at 8.33 µM. Transient receptor potential cation channel subfamily V member 1 (Homo sapiens), Q8NER1; in the data active = activation above about 80%; inconclusive = between about 30% and that limit; note: 0% is about no effect
#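 Fluo-8 calcium influx in TRPV1-expressing cells, kinetic read (ex 480/em 520 nm). Compound added and read 3 min for agonist activity, followed by capsaicin at EC20 final and 2 min further read for enhancement.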
# BRCA1 expr act = qHTS Assay to Identify Small Molecule Activators of BRCA1 Expression. 380,000 compounds, 1.1% hits. MCF7-BRCA1-FFLuc reporter, luminescence, 48 h; response scale: scaled: vehicle 0%, 10 µM genistein 100%. Potency, µM (doses to about 46.1 µM), inactives show at the top dose activation, most hits filed as activators; note: potency is the fitted concentration of half-maximal effect; nearly all actives have a fitted effect of over 80% in size; some results filed as inactive show a strong effect at the top dose
#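 Activators of BRCA1 expression were detected as increased firefly luciferase luminescence in engineered MCF7 cells after 48 h compound incubation. Signals were scaled to genistein 10 microM as full activation.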
# Tb PFK block = qHTS Assay to Find Inhibitors of T. brucei phosphofructokinase; ATP-dependent 6-phosphofructokinase (Trypanosoma brucei brucei), O15648; T. brucei PFK, ADP-Glo luminescence; Potency, µM (titrated, usually from 57.5 µM), for the others: at the top dose activity, negative = inhibition, hits mostly inhibitors; 330,000 compounds, 0.17% hits; AID 485367, 2010;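 note: potency is the fitted concentration of half-maximal effect; 0% = uninhibited 1x PFK enzyme wells and -100% = no-enzyme wells; nearly all actives have a fitted effect of over 60% in size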
# Target sequence (O15648 whole entry, looked up): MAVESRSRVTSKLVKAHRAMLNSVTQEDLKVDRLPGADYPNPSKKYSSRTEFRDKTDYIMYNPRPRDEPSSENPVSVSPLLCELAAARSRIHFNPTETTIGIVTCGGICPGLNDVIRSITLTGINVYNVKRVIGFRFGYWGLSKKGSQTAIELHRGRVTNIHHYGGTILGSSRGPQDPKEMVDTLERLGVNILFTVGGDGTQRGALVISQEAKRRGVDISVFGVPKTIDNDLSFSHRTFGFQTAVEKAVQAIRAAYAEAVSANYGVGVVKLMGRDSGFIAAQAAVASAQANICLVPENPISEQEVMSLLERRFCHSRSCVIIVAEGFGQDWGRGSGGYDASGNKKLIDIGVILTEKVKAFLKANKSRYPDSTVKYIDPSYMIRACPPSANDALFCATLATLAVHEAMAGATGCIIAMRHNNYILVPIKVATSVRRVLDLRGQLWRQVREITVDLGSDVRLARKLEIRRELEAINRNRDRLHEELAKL
#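 1.25 nM PFK with 0.5 mM F6P and 0.1 mM ATP in 0.1 M TEA pH 8.0, 5 mM MgCl2, incubated 45 min at room temperature; ADP measured by ADP-Glo luminescence; compounds titrated up to 57 uM.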
# p53 reactivation = qHTS assay for re-activators of p53 using a Luc reporter; 320,000 compounds, 0.063% hits; H1299 p53-A138V BP100-luciferase reporter, luminescence, 24 h; Potency, µM (doses to about 92.2 µM), inactives show at the top dose activity change, positive = activation, usual class: activators; note: potency is the fitted concentration of half-maximal effect; % of control where 0% means no effect; nearly all actives have a fitted effect of over 45% in size
#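 H1299 (p53-null), stable ts p53-A138V + BP100-Luc; 1000 cells/well, Opti-MEM/10% FBS; cpd 4 pt, 1:5; 24 h, 37 deg C, 5% CO2; detection reagent 10 min RT; luminescence.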
# NPC1 promoter act = qHTS Assay for NPC1 Promoter Activators; Huh7 NPC1 promoter luciferase reporter, 24 h; Potency, µM (titrated, usually from 9.22 µM), for inactives: top-dose activation, most hits filed as activators; 320,000 compounds, 2.4% hits; AID 485313, 2010;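 note: potency is the fitted concentration of half-maximal effect; % of control where 0% means no effect; nearly all actives have a fitted effect of over 60% in size; reporter is driven by a mutant NPC1 promoter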
#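 Readout is luciferase luminescence, reflecting NPC1 promoter activation in stably transfected Huh7 cells after 24 h compound exposure at 37 °C in reduced-serum medium with 10% FBS.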
# Gal4-VP16 FLuc = VP16 counterscreen qHTS for inhibitors of ROR gamma transcriptional activity; Drosophila S2 Gal4-VP16 UAS-luciferase, luminescence, 20 h; Potency, µM (titrated, usually from 53.6 µM), inactives show top-dose activity, negative = inhibition, hits mostly inhibitors; 310,000 compounds, 3.5% hits; AID 2546, 2010;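 note: Gal4-VP16 expression switched on by copper sulfate through the metallothionein promoter; potency is the fitted concentration of half-maximal effect; % is set by controls: 0 for no effect and ±100 for the full control effect; nearly all actives have a fitted effect of over 50% in size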
# RORg inh = qHTS for inhibitors of ROR gamma transcriptional activity | Potency, µM (doses to about 53.6 µM), inactives show at the highest dose activity change, negative = inhibition, usual class: inhibitors | AID 2551, 2010 | Nuclear receptor ROR-gamma (Mus musculus), P51450 | 310,000 compounds, 5.4% hits | Drosophila S2 Gal4-RORgamma UAS-luciferase reporter, 20 h; note: potency is the fitted concentration of half-maximal effect; % is set by controls: 0 for no effect and ±100 for the full control effect; nearly all actives have a fitted effect of over 60% in size
#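 Schneider cells (Drosophila), stable Gal4 DBD–ROR gamma + UAS-luc; 1 hr cmpd preincubation; Cu2+ induction 700 uM final; 20 hr ambient; luminescence.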
# ELG1 genotox = qHTS screen for small molecules that induce genotoxicity in human embryonic kidney (HEK293T) cells expressing luciferase-tagged ELG1; HEK293T ELG1-luciferase reporter, luminescence, 16 h; Potency, µM (highest dose often 46 µM), without a hit: top-dose activity change, positive = activation, most hits filed as activators; 330,000 compounds, 1.3% hits; note: potency is the fitted concentration of half-maximal effect; % of control where 0% means no effect; nearly all actives have a fitted effect of over 60% in size
#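 Screening used a luciferase reporter fused to human ELG1 in HEK293T cells. Luminescence was read on a CCD plate imager after 16 hr exposure and 30 min ONE-Glo incubation.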
# Rab9 promoter act = qHTS Assay for Rab9 Promoter Activators | Huh7 Rab9 promoter-luciferase reporter, luminescence, 24 h | AID 485297, 2010 | Potency, µM (highest dose often 9.22 µM), for the others: at the top dose activation, negative = inhibition, usual class: activators | 320,000 compounds, 2.8% hits; note: potency is the fitted concentration of half-maximal effect; % of control where 0% means no effect; nearly all actives have a fitted effect of over 60% in size
#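 Huh7 reporter line, Rab9 promoter upstream of luciferase. Compound exposure 24 h at 37 °C in reduced-serum medium with 10% FBS. Read-out: luminescence.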
# ELG1 DNA repair = qHTS screen for small molecules that inhibit ELG1-dependent DNA repair in human embryonic kidney (HEK293T) cells expressing luciferase-tagged ELG1; HEK293T ELG1-luciferase reporter, luminescence, 16 h; DNA damage induced by 5-fluorouridine; Potency, µM (doses to about 46.1 µM), without a hit: at the top dose activity change, negative = inhibition, actives largely listed as inhibitors; 330,000 compounds, 2.3% hits; note: potency is the fitted concentration of half-maximal effect; % is set by controls: 0 for no effect and ±100 for the full control effect; nearly all actives have a fitted effect of over 55% in size
#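 In this reporter screen, reduction of luminescence relative to DMSO vehicle indicated activity. Compounds and 5-fluorouridine were added together to 2,000 cells per well, incubated for 16 hr at 37 °C, then developed with ONE-Glo.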
# An asterisk follows results filed as active; ? = inconclusive; nt = no result given; & = joins results of further samples; [ ] = another dose, or the depositor's remark. Unless noted, calls come from the whole dose curve; as a rule, active = well fitted curve in the direction sought with a large enough effect; inconclusive = small, poorly fitted or top-dose-only effect, or another doubt; inactive = no such curve, though single readings can be large; an effect the other way counts as inactive or inconclusive.
SMILES	Tb PFK block	Gal4-VP16 FLuc	TRPV1 agonist	Rab9 promoter act	ELG1 genotox	RORg inh	ELG1 DNA repair	p53 reactivation	BRCA1 expr act	NPC1 promoter act	FLuc counter
O=C(O)CCCCCN1C(=O)/C(=C\c2ccc(-c3ccc(Cl)cc3)o2)SC1=S	-2%	9%	6	-4%	4%	28%	17%	6%	-18%	-3%	?
Cn1c(N)c(C(=O)COC(=O)Cc2ccccc2F)c(=O)n(C)c1=O	2%	nt	nt	nt	-3%	nt	-5%	-4%	-11%	nt	nt
CCOC(=O)Cn1cnc(-c2ccc([N+](=O)[O-])cc2)c1	0%	-1%	-5	?	?	14%	?	?	35%	23%	12µM*
CCCCNC(=O)CN1C(=O)NC2NC(=O)NC21 (configuration not stated)	0%	1%	-4	-6%	1%	-5%	?	1%	5%	0%	0%
O=C(O)CCSc1nnc(-c2ccccc2)n1-c1ccccc1	-2%	-7%	-1	3%	0%	11%	-1%	4%	4%	-2%	4%
CCOC(=O)C1CCCN(C(=O)COc2ccc(S(=O)(=O)N(CC)c3ccccc3)cc2)C1 (configuration not stated)	3%	3%	25	-6%	-6%	28%	-14%	1%	-12%	-4%	-2%
OC(COc1ccccc1CNCc1cccnc1)CN1CCc2ccccc2C1 (configuration not stated)	-6%	-6%	1	-2%	-2%	0%	-3%	4%	3%	0%	-1%
COc1ccc(CNc2nc3c(c(=O)[nH]c(=O)n3C)n2CCCc2ccccc2)cc1	-2%	0%	-3	4%	5%	37%	-20%	-13%	-12%	-4%	1%
COc1ccc(C2CC(c3ccccc3)=NN2C(=O)COC(=O)c2cccc(O)c2)cc1 (configuration not stated)	-4%	nt	nt	nt	-7%	nt	16µM*	7%	-89%[inhibitor]	nt	nt
COc1ccc(CC(=O)NCC2CCCCC2)cc1OC	4%	12%	-5	3%	-3%	5%	10%	3%	0%	0%	-12%
CC(=O)N1CC(C(=O)Nc2ccc3c(c2)OCO3)Oc2ccccc21 (configuration not stated)	-19%	nt	nt	nt	-1%	nt	?	5%	3%	nt	nt
C=CCn1c(P(C)(=O)O)nc2ccccc21	-4%&-1%	0%&5%	-5&3	-2%&-6%	-13%&2%	31%&0%	-6%&-1%	-4%&49%	4%&1%	0%&-2%	-18%&6%

# The list continues:
SMILES	Tb PFK block	Gal4-VP16 FLuc	TRPV1 agonist	Rab9 promoter act	ELG1 genotox	RORg inh	ELG1 DNA repair	p53 reactivation	BRCA1 expr act	NPC1 promoter act	FLuc counter
Cc1ccc(NC(=O)CCN2C(=O)c3ccccc3S2(=O)=O)cc1C	10%	nt	-1	-2%	2%	nt	12%	-2%	13%	1%	-22%
Cc1sc2nc(SCC(=O)Nc3ccc(S(=O)(=O)NCCCC(=O)O)cc3)[nH]c(=O)c2c1C	3%	-5%	2	-12%	0%	-2%	-14%	1%	-2%	-6%	17µM*
O=C(O)c1cccc(NC(=O)c2ccc(N3C(=O)c4ccc(C(=O)Nc5cccc(C(=O)O)c5)cc4C3=O)cc2)c1	?	1%	0	?	0%	-27%	-11%	6%	16%	17%	27µM*
CC(=O)Nc1ccc(S(=O)(=O)N(C)CC(=O)OCC(=O)c2cc(C)n(-c3ccc4c(c3)OCO4)c2C)cc1	-3%	7%	4	-1%	1%	3%	-13%	-9%	-22%	-2%	?
O=C(N/N=C/c1cccs1)c1ccccn1	-2%	?	13	2.5µM*	?	14µM*	?	?	80%	3.5µM*	11µM*
O=[n+]1cc(-c2ccc(Cl)cc2)n([O-])c2c1CCCCC2	-3%	0%	-6	4%	-1%	29%	22%	?	7%	15%	-8%
COc1ccc(C(C(=O)NCc2ccccc2)N(Cc2cccnc2)C(=O)c2snc(C(N)=O)c2N)cc1OC (configuration not stated)	1%	-5%	1	0%	-9%	-4%	-10%	2%	0%	-4%	0%
COC(=O)/C(C#N)=C/c1c(Oc2cc(C)cc(C)c2)nc2ccccn2c1=O	-4%	-9%	2	1%	-3%	6%	-13%	-4%	1%	-1%	1%
c1ccc(Oc2cccc(OCCCCN3CCCC3)c2)cc1	-1%	1%	-3	-4%	-2%	-17%	6%	4%	-26%	-2%	1%
CCC[N+](C)(C)C(C)C(OC(C)=O)c1ccccc1 (configuration not stated)	0%	0%	-2	1%	1%	5%	6%	-1%	-10%	-2%	6%
O=C(/C=C/c1cccc([N+](=O)[O-])c1)Nn1c(-c2ccccc2F)nc2ccccc2c1=O	-2%	0%	?	-1%	0%	?	5%	-17%	-36%	1%	0%
O=C(OCCN1CCCCC1)C1(c2ccccc2)CCCC1	-6%	-4%	9	-8%	-5%	-7%	0%	0%	-7%	-2%	-2%

# Going on with the list:
SMILES	Tb PFK block	Gal4-VP16 FLuc	TRPV1 agonist	Rab9 promoter act	ELG1 genotox	RORg inh	ELG1 DNA repair	p53 reactivation	BRCA1 expr act	NPC1 promoter act	FLuc counter
O=C(NCC1CCCO1)c1cccc(S(=O)(=O)NCc2ccccc2)c1 (configuration not stated)	-3%	-3%	2	3%	-4%	-2%	-6%	7%	3%	-1%	-1%
Cc1cccc(OCCCC(=O)NC(C)c2ccccc2)c1 (configuration not stated)	-3%	-9%	?	-2%	3%	7%	4%	0%	4%	0%	-1%
OC(CNCCNc1ncccc1C(F)(F)F)Cn1ccc2ccccc21 (configuration not stated)	-18%	-8%	5	-5%	-2%	8%	0%	-5%	-24%	3%	1%
Cn1cnc(S(=O)(=O)NC2CCN(Cc3c(F)cccc3Cl)CC2)c1	0%	-7%	0	5%	4%	-17%	1%	33%	4%	-6%	-3%
CCOc1ccc(-n2nnnc2SCC(=O)N2CCOCC2)cc1	-4%	-1%	0	-5%	0%	-14%	?	7%	-2%	-3%	-13%
COc1ccc(C(=O)N/C(=C\c2cn(S(=O)(=O)N(C)C)c3ccccc23)C(=O)NCCN2CCOCC2)cc1	2%	18%	2	0%	1%	6%	-9%	-8%	0%	1%	0%
O=C(O)c1ccccc1C(=O)OCc1ccccc1	nt	3%	0	nt	nt	-18%	nt	nt	23%	nt	-20%
O=C(CCS(=O)(=O)c1ccc2c(c1)NC(=O)CS2)NCc1ccccc1Cl	3%	2%	26	-2%	-3%	-17%	2%	-5%	8%	-1%	-2%
Nc1cc(-c2ccc(Br)cc2)nc2cc(-c3ccccc3)nn12	2%	-6%	-6	-2%	-17%	12%	?	2%	85%	-1%	?
Cc1ccc(NC(=O)Nc2cc(C(F)(F)F)c[nH]c2=O)cc1	0%	-8%	-2	-2%	-4%	9%	2%	2%	-4%	-2%	-11%
CCCCc1nnc(NC(=O)CSc2nc(C)cc(=O)[nH]2)s1	0%	6%	4	1%	-1%	10%	-10%	2%	3%	-2%	11%
COc1ccccc1NC(=S)N(CCc1nc2cc(C)c(C)cc2[nH]1)Cc1cccnc1	-1%	-5%	nt	5%	-2%	-11%	?	-3%	-5%	-2%	0%

# Going on with the list.
SMILES	Tb PFK block	Gal4-VP16 FLuc	TRPV1 agonist	Rab9 promoter act	ELG1 genotox	RORg inh	ELG1 DNA repair	p53 reactivation	BRCA1 expr act	NPC1 promoter act	FLuc counter
Cc1ccc(CN(C(=O)c2ccc([N+](=O)[O-])cc2)C2CCS(=O)(=O)C2)o1 (configuration not stated)	2%	-5%	7	-6%	0%	0%	15%	7%	5%	2%	0%
CN(C)S(=O)(=O)n1cc(/C=C(\NC(=O)c2ccccc2)C(=O)NCCN2CCOCC2)c2ccccc21	-3%	-14%	0	-2%	-7%	5%	-7%	4%	-1%	1%	3%
COC(=O)c1ccc(CSC2=NC[C@@H]3[C@@H]4C(=O)N(Cc5ccccc5)C(=O)[C@@H]4[C@](C)(C(=O)OC)N23)cc1	12%	nt	nt	nt	-10%	nt	0%	-4%	13%	nt	nt
Cc1ccc(C2OC(=O)C=C2c2ccccc2)cc1 (configuration not stated)	-3%	nt	0	1%	-2%	nt	?	3%	-1%	-2%	-1%
Cc1ccc(-c2nc(CSCC(=O)NCC3CCCO3)c(C)o2)cc1 (configuration not stated)	2%	16%	4	3%	0%	2%	9%	2%	-8%	7%	?
CC(C)(C)c1cnnn1-c1ccc(-c2csc(N)n2)cc1	-2%	-15%	1	1%	-3%	21%	3%	-3%	8%	2%	6%
